# Screening results as filed in PubChem.
# DYRK1A inh: rat Dyrk1A kinase inhibitors, primary screen, biochemical, single point, plate reader; AID 504441, 2011; 310,000 tested, 0.43% active; ADP-Glo luminescence, NFATc1 peptide; Dual specificity tyrosine-phosphorylation-regulated kinase 1A (Rattus norvegicus), Q63470; inhibition, % at 12.5 µM; in the data active = inhibition above about 50%;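 note: plate controls were vehicle with enzyme for no effect and no enzyme for full effect; many of its hits are not listed in these tables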
# KCNQ1 pot: potentiators or activators of KCNQ1 channel, primary screen, cell-based, thallium flux, high-throughput. 310,000 tested, 0.35% active. B-score at 10 µM. Potassium voltage-gated channel subfamily KQT member 1 (Homo sapiens), P51787. CHO-K1 KCNQ1, thallium flux FluxOR fluorescence; hits give high values;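 active = fluorescence ratio B-score, a plate-corrected score, at least three library SD, with initial intensity B-score within 5 SD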
#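 Medium – assay buffer, equal DMSO in all wells · Material – CHO-K1 cell line with stable KCNQ1 potassium channel expression · Signal – kinetic FluxOR thallium fluorescence, 10-s 1-Hz baseline, 110-s post-stimulus read · Compound – single concentration per compound, DMSO matched to controls · Schedule – 37 °C overnight plating, 90-min dark dye load, 20-min compound pretreatment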
# KCNK3 block: human KCNK3 channel inhibitors, primary screen, CHO cells, FluxOR thallium flux, B-score; Potassium channel subfamily K member 3 (Homo sapiens), O14649; FluxOR fluorescence; hits give low values; B-score at 10 µM; 340,000 tested, 0.84% active;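 active = B-score under library mean minus 4 SD, starting fluorescence ratio at most library mean plus 5 SD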;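 note: more negative B-score means stronger inhibition of thallium flux through KCNK3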
# Target sequence (O14649 whole entry, looked up): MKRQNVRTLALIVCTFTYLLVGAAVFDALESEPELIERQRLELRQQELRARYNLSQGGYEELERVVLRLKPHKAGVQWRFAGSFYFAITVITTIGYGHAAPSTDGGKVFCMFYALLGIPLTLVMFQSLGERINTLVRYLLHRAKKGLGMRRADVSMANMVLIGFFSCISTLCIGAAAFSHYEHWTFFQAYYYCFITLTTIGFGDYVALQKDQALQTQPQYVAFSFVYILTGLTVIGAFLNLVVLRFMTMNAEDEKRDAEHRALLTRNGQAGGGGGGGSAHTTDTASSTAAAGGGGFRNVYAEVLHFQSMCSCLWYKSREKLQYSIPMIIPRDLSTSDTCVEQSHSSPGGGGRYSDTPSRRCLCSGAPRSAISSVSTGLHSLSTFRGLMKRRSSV
# KCNK9 inh: KCNK9 potassium channel inhibitors, primary screen, HEK293 cells, thallium flux; 310,000 tested, 1.2% active; AID 488922, 2010; FluxOR thallium flux fluorescence; hits give low values; Potassium channel subfamily K member 9 (Homo sapiens), Q9NPC2; B-score at 10 µM;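 active = ratio B-score over 3 SD below the library mean, with starting fluorescence within 5 SD of its mean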;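 note: negative B-score means less thallium flux so channel inhibition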
# PolyA inh: polyadenylation inhibitors in yeast reporter cells, primary screen, luminescence, S. cerevisiae | S. cerevisiae SKY197-pL101 polyadenylation reporter, beta-gal luminescence; efflux-impaired pdr1/pdr3 knockout yeast; score 100 = 6 SD above DMSO | calls only at 12 µM | 300,000 tested, 0.02% active;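 active = lowest replicate activity score at least 50, where 100 means six control SD above control mean; inconclusive = lowest score under 50 but half or more replicates reach 50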;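 note: yeast exposed to compound for 9 h at 30 °C; higher score means more reporter readthrough which indicates perturbed polyadenylation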
# hERG rescue: hERG rescue from dofetilide block, primary screen, cell-based, CHO-hERG, FluxOR thallium flux, dofetilide IC70; dofetilide IC70 present; activation (rescue from dofetilide block), less the hit threshold, % at 10 µM; 310,000 tested, 0.51% active;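 active = activation above the mean of controls blocked by dofetilide plus 5 SD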;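 note: thallium influx through hERG after potassium depolarization seen as dye fluorescence rise; in these data hits start at about 4.7%; inactives centre near -7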
# GSK3beta inhib: human GSK3beta kinase inhibitors, primary screen, biochemical, cell-free homogeneous, HTS | activity score (negative = inhibition), % at 10 µM | GST-GSK3beta kinase, ADP-Glo luminescence, 60 min; hits give low values | AID 2097, 2009 | 300,000 tested, 0.038% active | Glycogen synthase kinase-3 beta (Homo sapiens), P49841;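 active = more than half of replicate wells score below -50%, meaning over 50% inhibition versus plate controls; inconclusive = some replicates but at most half score below -50%; inactive = no replicate scores below -50%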;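 note: 0% = median DMSO wells and -100% = median GW8510 positive control wells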
# Target sequence (P49841 whole entry, looked up): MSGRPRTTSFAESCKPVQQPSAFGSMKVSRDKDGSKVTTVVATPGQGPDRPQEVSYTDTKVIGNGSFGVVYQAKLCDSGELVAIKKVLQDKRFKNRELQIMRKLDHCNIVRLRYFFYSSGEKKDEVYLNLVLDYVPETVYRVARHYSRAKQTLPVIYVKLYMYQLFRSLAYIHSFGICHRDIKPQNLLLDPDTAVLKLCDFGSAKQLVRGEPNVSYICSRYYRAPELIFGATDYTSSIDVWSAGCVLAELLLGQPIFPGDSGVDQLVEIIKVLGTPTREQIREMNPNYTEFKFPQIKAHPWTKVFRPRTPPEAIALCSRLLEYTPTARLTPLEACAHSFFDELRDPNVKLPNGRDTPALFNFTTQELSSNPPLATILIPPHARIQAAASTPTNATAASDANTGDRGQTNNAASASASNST
#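 test system = GST-tagged human GSK3beta kinase, cell-free | reagent = 25 µM ATP with peptide substrate | dosing = one dose of 10 µM per compound | schedule = 60 min reaction, RT | detection = luminescent ADP-Glo measurement of ADP formed | control set = DMSO neutral wells and GW8510 at 20 µM as positive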
# KCNQ1 inh: inhibitors of human KCNQ1 channel, primary screen, cell-based, thallium flux, high-throughput. 310,000 tested, 1.3% active. Potassium voltage-gated channel subfamily KQT member 1 (Homo sapiens), P51787. AID 2642, 2010. CHO-K1 KCNQ1, FluxOR thallium flux fluorescence; hits give high values. B-score at 10 µM;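 active = compounds whose thallium flux B-score, printed positive for inhibition, exceeds three library SD while starting fluorescence stays within three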;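 note: channel opened by potassium depolarization with thallium stimulus after 20 min compound exposure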
# GSK3A inh: blockers of GSK3A enzyme activity – biochemical, luminescence, cell-free homogeneous, HTS, primary screen; Glycogen synthase kinase-3 alpha (Homo sapiens), P49840; GSK-3 alpha kinase, ADP-Glo luminescence, 60 min; inhibition, % at 10 µM; 320,000 tested, 0.1% active; AID 2650, 2010;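 in the data active = inhibition above about 50%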;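 note: GST-tagged GSK-3 alpha with peptide substrate and 25 µM ATP; 0% = DMSO neutral wells and 100% = GW8510 positive control wells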
# RGS4 act: RGS4 potentiators or activators, primary screen, cell-based, HEK293 M3R inducible RGS4, calcium flux | AID 463111, 2010 | carbachol calcium flux Fluo4; hits give low values | B-score at 10 µM | 310,000 tested, 0.92% active;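 active = B-score of the integrated calcium signal more than 4 SD below the library mean, with starting fluorescence not abnormally high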;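 note: negative B-score means reduced calcium response which marks RGS4 activation or potentiation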
#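 Reagent: ECmax carbachol challenge; Test system: M3R-expressing HEK293 line, RGS4 induced by doxycycline; Schedule: overnight RGS4 induction, 30 min dye load 37 °C, 20 min compound RT; Detection: calcium dye Fluo4 fluorescence; Read-out: Agonist-evoked peak-minus-minimum fluorescence over baseline, integrated ratio, B score.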
# HDAC3 inhib: HDAC3 deacetylase inhibitors, primary screen, biochemical, fluorescence, cell-free homogeneous | 320,000 tested, 0.15% active | recombinant HDAC3, fluorogenic peptide/trypsin coupled | Histone deacetylase 3 (Homo sapiens), O15379 | inhibition, % at 8.3 µM; in the data active = inhibition above about 26%, passing the limit was not always enough; inconclusive = no clear call, values can overlap the other calls
# Numbers without * were called inactive; i = inactive; ? = inconclusive; . = not tested or not shown.
SMILES,DYRK1A inh,KCNQ1 pot,KCNK3 block,KCNK9 inh,PolyA inh,hERG rescue,GSK3beta inhib,KCNQ1 inh,GSK3A inh,RGS4 act,HDAC3 inhib
O=C(NCCC1=CCCCC1)c1cccc(S(=O)(=O)N2CCCCC2)c1,-1.1,i,i,i,i,-5.0,-4.7,i,-1.2,i,10.1
C=CCn1c(C2CC2)n[nH]c1=S,-2.0,i,i,i,i,-9.2,3.6,i,-0.6,i,0.9
C=CCSc1ncccc1C(=O)NCCc1ccccc1,9.7,i,i,i,i,-1.4,1.9,i,-2.0,i,6.3
Cc1ccc(S(=O)(=O)NC(=NCC(=O)O)c2ccccc2)cc1,-7.8,i,i,i,i,-4.2,1.5,i,1.8,i,4.6
CCc1nc2ccccc2c(C(=O)NCc2ccccc2)c1C,11.3,i,i,i,i,-3.7,-0.4,i,0.1,i,3.2
O=C(/C=C/c1ccc(Cl)cc1)NC(=S)Nc1ccc(CN2CCOCC2)cc1,-0.4,i,i,i,i,-7.6,-2.6,i,0.6,i,3.7
O=C(Nc1ccnn1C1CCN(C/C=C/c2ccccc2)CC1)c1cccc(F)c1,-5.4,i,i,i,i,-10.7,-4.3,i,0.4,i,-1.0
COc1ccc(N(C)C(=O)CCC(=O)Nc2ccc3nc(N4CCOCC4)cc(C)c3c2)c(OC)c1,5.3,i,i,i,i,-24.9,1.4,i,0.2,i,-22.3
CCOc1ccccc1N1C(=O)c2ccc(C(=O)Nc3cccnc3)cc2C1=O,4.0,i,i,i,i,-9.3,1.8,i,-1.9,i,-3.9
S=c1[nH]nc(CCCc2n[nH]c(=S)o2)o1,3.4,i,i,i,i,-14.5,0.3,i,-0.1,i,12.3
COc1ccc(CC(NC(C)=O)C(=O)NC2CCN(C(=O)c3ccccc3F)CC2)cc1 (centres undefined),1.8,i,i,i,i,-5.5,0.9,i,-1.5,i,-5.3
CC(=O)c1c(C)[nH]c(C(=O)OC2CCOC2=O)c1C (centres undefined),-1.4,i,i,i,i,-6.7,-2.8,i,-2.2,i,-1.6
CCOC(=O)c1cccc(NC(=O)CSc2nnc(-c3ccncc3)n2CCCOC)c1,1.6,i,i,i,i,-7.4,2.8,i,-0.4,i,1.9
O=C(NCCc1ccc(F)cc1)c1cc(-c2ccncc2)nc2ccccc12,.,i,.,i,i,-13.0,0.1,i,.,i,.
Cc1ccc(NC(=O)c2ccccc2OCC(=O)Nc2cccc(Cl)c2C)nc1,.,i,.,i,i,-25.2,2.8,i,1.4,i,3.3
O=C1CN(C(=S)NC(=O)c2ccc(-c3ccccc3)cc2)CCN1,.,i,i,i,i,-7.5,-0.1,i,-2.6,i,0.9
CCn1c(C)c2c(C)nnc(C)c2c1C,-0.5,i,i,i,i,-2.3,-1.4,i,-0.7,i,-2.6
Cc1cccc(NC(=O)CSc2nnc(CNC(=O)c3ccco3)o2)c1,-5.8,i,i,i,i,-4.2,.,i,-2.5,i,-3.4
COC(=O)c1ccc(CNC(=O)C2CCC(=O)N(CCN3CCOCC3)C2)cc1 (centres undefined),-5.9,i,i,i,i,-8.8,-1.3,i,-1.2,i,-4.2
O=C(NCC1CCCO1)c1ccc(Oc2ccc([N+](=O)[O-])cc2)cc1 (centres undefined),-2.0,i,i,i,i,-7.8,-0.3,i,-2.4,i,0.6
Cc1ccc(CNCc2ccc3c(c2)OCO3)c(C)c1,-1.5,i,i,i,i,-4.2,-2.4,i,-1.0,i,13.1
Cc1ccc(NC(=O)/C(=C/c2cccs2)NC(=O)c2ccco2)c(C)c1,-8.1,i,i,i,i,-3.1,6.4,i,0.3,i,6.2
O=C(Oc1ccccc1)c1ccc(COC(=O)c2cnccn2)cc1,3.9,i,i,i,i,-3.8,-0.6,i,-0.4,i,-8.7
COC(=O)c1ccc(CSc2nnc3ccccn23)o1,-6.2,i,i,i,i,-8.4,-9.1,i,0.1,i,-3.0
CCOC(=O)C1=C(C)NC(C)=C(C(=O)OCC)C1c1ccc([N+](=O)[O-])s1,-0.5,i,i,i,i,-15.7,-0.1,i,-0.3,i,7.8
O=C1CN(CC(=O)Nc2ccc(Cl)cc2)CCN1,0.1,i,i,i,i,-8.9,1.5,i,-0.6,i,3.6
O=C(N/N=C/c1ccco1)c1ccc(OCc2ccccc2)cc1,-3.0,i,i,i,i,-11.8,19.3,i,-0.6,i,-2.7
COc1ccc(C2OC(=O)CC2C(=O)NC2CCCC(C)C2C)cc1OC (centres undefined),-2.1,i,i,i,i,-10.2,0.0,i,-3.8,i,-0.9
CCOC(=O)c1sc(NC(=O)COc2ccc3c(c2)OCO3)nc1C,-1.3,i,i,i,i,-8.1,2.2,i,-1.6,i,0.3
COc1cc(N=Cc2c(O)c3ccccc3oc2=O)c(OC)cc1Cl,2.3,i,i,i,i,-4.5,1.0,i,0.8,i,9.6
O=C(NCc1ccccn1)c1ccc(Cl)c(S(=O)(=O)N2CCCCCC2)c1,-3.5,i,i,i,i,-8.8,-8.4,i,-1.0,i,1.6
CC(=O)c1csc(-c2ccccc2)n1,6.7,i,i,i,i,-2.9,0.9,i,-1.8,i,6.5
O=C(CCC(=O)Nc1ccccc1)N/N=C/c1ccncc1,7.6,i,i,i,i,-2.2,-2.4,i,-2.5,i,1.2
Cc1c(NC(C)c2ccccc2O)c(=O)n(-c2ccccc2)n1C (centres undefined),3.2,i,i,i,i,-12.6,0.5,i,6.5,i,-2.8
CN1CCN(CC(C)(C)NS(=O)(=O)c2ccc(Cl)cc2)CC1,-2.4,i,i,i,i,-0.9,0.0,i,-3.3,i,?
CC(C)CCn1c(SCC(N)=O)nc2c1c(=O)n(C)c(=O)n2C,7.5,i,i,i,i,-8.7,-5.2,i,-0.5,i,-1.6
O=C(NC1CCN(C(=S)Nc2ccc(F)cc2)CC1)C1CCCCC1,-4.3,i,i,i,i,-2.3,-0.6,i,15.0,i,4.0
Cn1c(N)c(C(=O)COC(=O)Cn2cc(C(F)(F)F)ccc2=O)c(=O)n(C)c1=O,1.7,i,i,i,i,-2.8,-2.2,i,1.0,i,2.4
COc1ccc(S(=O)(=O)N2CCCCC2C(=O)O)cc1 (centres undefined),-1.0,i,i,i,i,-5.5,1.3,i,-3.9,i,1.0
CCN(CC)S(=O)(=O)c1cc(NC(=O)C(CC(C)C)NC(N)=O)ccc1C (centres undefined),-4.2,i,i,i,i,-10.9,2.8,i,-1.9,i,-1.2
c1ccc(CN2CCCC3(CCCN(Cc4nc(CC5CC5)no4)C3)C2)cc1 (centres undefined),-1.0,i,i,i,i,-4.6,-0.9,i,-4.3,i,8.0
O=C(c1ccccc1)C(Nc1ccccn1)c1ccccc1 (centres undefined),.,i,i,-7.05*,i,-13.4,3.5,i,-3.1,-7.47*,-4.8
Cc1oc2c(CN3CCOCC3)c(O)ccc2c(=O)c1-c1ccc(Cl)cc1,2.0,i,i,i,i,-9.1,-3.3,i,3.0,i,-44.8
CCc1ccc(C(=O)NC(CC(C)C)C(=O)O)cc1 (centres undefined),2.1,i,i,i,i,-9.2,1.3,i,-1.6,i,-1.2
CC1(C)Cc2nc3n[nH]c(N)c3cc2CO1,-13.6,i,i,i,i,-0.1,3.3,i,7.2,i,1.4
CC(OC(=O)c1cccs1)C(=O)NCC1CCCO1 (centres undefined),3.2,i,i,i,i,-12.0,-1.0,i,-0.2,i,2.0
CC(C)(C)NC(=O)CN(C(=O)C1CSC(=O)C1)c1ccccc1F (centres undefined),-0.3,i,i,i,i,-2.0,1.2,i,0.0,i,-11.9
O=C(COC(=O)C1=COCCO1)Nc1ccc(F)cc1,-7.7,i,i,i,i,-3.7,-2.0,i,0.8,i,-4.2
Cc1ccc(NC(=O)C2CC(=O)N(c3ccc4c5c(cccc35)CC4)C2)cc1 (centres undefined),-3.4,i,i,i,i,-7.4,-0.5,i,-0.7,i,7.5
COc1ccc(-c2cc3nc4ccccc4n3c(N)c2C#N)cc1,-0.3,i,i,i,i,-16.5,1.0,i,0.4,i,-26.2
O=C(NCCc1c[nH]c2ccccc12)c1cccc(Br)c1,1.7,i,-11.8*,i,i,-10.9,-23.5,i,-0.3,i,3.6
Brc1ccc(-c2cnnc(N3CCCC3)n2)cc1,-6.8,i,i,i,i,-8.8,1.8,i,0.1,i,9.0
COC(=O)C1=CN(Cc2ccccc2)C=C(C(=O)OC)C1c1ccc(OC)c(OC)c1,-3.9,i,i,i,i,-3.8,.,i,1.3,i,-8.4
O=[N+]([O-])c1ccc(N2CCN(S(=O)(=O)c3ccc4ccccc4c3)CC2)cc1NCc1ccco1,5.4,i,i,i,i,-4.2,1.3,i,0.4,i,4.3
Cn1c(=O)c2cc(S(=O)(=O)NCCC(=O)NC3CCCCCC3)ccc2n(C)c1=O,2.0,i,i,i,i,-9.8,3.6,i,0.4,i,5.7
CCc1ccc(/C=N/NC(=O)c2nnn(-c3nonc3N)c2C(C)C)cc1,-0.3,i,i,i,i,-2.1,1.9,i,-0.8,i,-1.7

# Only part of the results is shown; count on the stated rates, not on these rows.
